Screening results from PubChem BioAssay.
RSV antiviral HEp-2 – RSV antiviral activity via CPE protection, HEp-2 cells, primary 10 µM value included (AID 2391). actives 0.13% (n = 310,000). HEp-2 cells, RSV-induced CPE inhibition; higher % means a stronger effect. one-dose CPE inhibition, % at 10 µM; IC50 in µM for titrated hits; in the data active means a potency from the dose series; inconclusive means CPE inhibition mostly from about 23% at the one dose, without a potency; inactive means the rest, 99 in 100 with CPE inhibition below about 21%; further: strong numbers were not always called active
SV40 large T antigen – SV40 large T antigen inhibitors, biochemical (AID 1903) | SV40 large T antigen ATPase/helicase inhibition assay; higher % means a stronger effect | inhibition, % at 20 µM, or IC50 in µM where a hit was titrated | actives 0.39% (n = 310,000); in the data active means a potency from the dose series; inconclusive means inhibition mostly from about 32% at the one dose, without a potency; inactive means the rest, 99 in 100 with inhibition below about 32%; further: strong numbers were not always called active
XIAP antagonists – XIAP antagonists, biochemical, IAP family, fluorescence polarization (AID 1018). E3 ubiquitin-protein ligase XIAP (Homo sapiens). XIAP BIR domain, fluorescence polarization peptide displacement; higher % means a stronger effect. one-dose displacement, % at 20 µM; IC50 in µM for titrated hits. actives 0.007% (n = 200,000); in the data active means displacement above about 50%; further: a part of the inactive calls stands beside numbers as strong as those of hits
AID2073 – inhibitors of Mint1-CaV2.2 protein interaction, biochemical, HTRF (AID 2073) | Voltage-dependent N-type calcium channel subunit alpha-1B (Homo sapiens) | HTRF protein-protein interaction, Mint1-CaV2.2; higher % means a stronger effect | inhibition, % at 20 µM, or IC50 in µM where a hit was titrated | actives 0.19% (n = 290,000); in the data active means inhibition mostly above about 51%, no sharp cut-off; inconclusive means no clear call, values can overlap the other calls; inactive means mostly below about 53%; further: some results filed as inactive read as strong as hits
Siah-1 displacement – Siah-1 peptide-binding antagonists, primary screen, biochemical, fluorescence polarization, rhodamine-plectin, uHTS (AID 1817); displacement, % at 20 µM, or IC50 in µM where a hit was titrated; Siah-1 / rhodamine-plectin peptide fluorescence polarization; higher % means a stronger effect; E3 ubiquitin-protein ligase SIAH1 (Homo sapiens); actives 0.02% (n = 290,000);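 active means displacement of at least 50% at 20 µM, with a fluorescence ratio check between 0.3 and a set limit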;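 further: plate controls were Siah plus tracer with DMSO for no effect and tracer alone without Siah for full effect; strong numbers were not always called active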
MgcRacGAP inhibition – MgcRacGAP GTPase-activating activity inhibitors, confirmation, biochemical, ADP Hunter fluorescence; Rac GTPase-activating protein 1 (Homo sapiens); inhibition, % at 30 µM; hits with a dose series show IC50 in µM; actives 0.6% (n = 340,000); MgcRacGAP-stimulated Rac1 GTP hydrolysis, ADP Hunter fluorescence; higher % means a stronger effect; GST-tagged Rac1 F28L mutant substrate;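 active means first-screen hits whose inhibition reached a set limit at any dose in the follow-up dose series; inconclusive means inhibition above the set first-screen limit but never retested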;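 further: fluorescence reports GDP produced by GAP-driven GTP hydrolysis; strong numbers were not always called active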
LYP phosphatase – inhibitors of LYP phosphatase, biochemical, fluorescence intensity, uHTS (AID 1779). recombinant LYP phosphatase, fluorescence intensity; higher % means a stronger effect. inhibition, % at 11.5 µM, or IC50 in µM where a hit was titrated. actives 0.054% (n = 290,000); in the data active means inhibition above about 50%;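 further: plate controls were vehicle with enzyme for no effect and no enzyme for full effect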
HIV fusion peptide – inhibitors of HIV fusion peptide binding, primary screen, biochemical, uHTS, fluorescence dequenching (AID 1986) | one-dose inhibition, % at 20 µM; IC50 in µM for titrated hits | cell-free peptide binding, fluorescence dequenching, 30 min; higher % means a stronger effect | actives 0.3% (n = 290,000); in the data active means inhibition mostly above about 52%, no sharp cut-off; inactive means mostly below about 76%; further: some results filed as inactive read as strong as hits
Dengue-2 NS5 capping – Dengue-2 NS5 methyltransferase inhibitors, primary screen, biochemical, confirmation dose response (AID 588689); inhibition, % at 25 µM; hits with a dose series show IC50 in µM; Dengue-2 NS5 methyltransferase capping enzyme assay, biochemical; higher % means a stronger effect; actives 0.3% (n = 340,000); in the data active means a potency from the dose series; inconclusive means inhibition above about 29% without an active follow-up result
Dengue-2 NS5 capping pilot replicate – further read-out of Dengue-2 NS5 capping, marked with its call; inhibition, %; measured here: pilot screen replicate inhibition
* marks the source's active call; other numbers are inactive results; ? = inconclusive; . = no result given.

SMILES	RSV antiviral HEp-2	SV40 large T antigen	XIAP antagonists	AID2073	Siah-1 displacement	MgcRacGAP inhibition	LYP phosphatase	HIV fusion peptide	Dengue-2 NS5 capping	others
NC1=NC[C@H](Cc2ccc(O)cc2)N1CCc1cc(C(F)(F)F)cc(C(F)(F)F)c1	1.5%	11%	.	-8%	-1%	7%	-12%	-1.5%	-3%
Cc1cnc(C(=O)N2CCCC(N3CCN(c4ccccc4F)CC3)C2)cn1 (configuration not stated)	.	.	.	8%	-8%	0%	-10%	-0.9%	-5%
COc1cc(NC(=O)CCn2c(=O)oc3ccccc32)cc(OC)c1OC	2.6%	5%	.	8%	2%	6%	-5%	-0.1%	-6%
CCCCN(C(=O)CN1CCOCC1)c1c(N)n(CC(C)C)c(=O)[nH]c1=O	0.9%	12%	-11%	6%	2%	1%	-5%	-0.7%	-4%
CCCN(CCC)S(=O)(=O)c1cccc(-c2csc(C)n2)c1	14%	11%	.	-11%	-1%	6%	2%	0.2%	-5%
CC(NC(=O)c1ccco1)c1nc(-c2ccc(C(C)(C)C)cc2)no1 (configuration not stated)	11%	7%	.	3%	5%	4%	-5%	-0.9%	-13%
CCNC(=O)COC(=O)C1C(C(=O)OCC)=C(C)NC(C)=C1C(=O)OCC	0.6%	9%	-3.8%	4%	0%	10%	-8%	-0.9%	-5%
CCCC1(C(=O)O)NC(c2ccccc2O)C2C(=O)N(c3cccc(Cl)c3)C(=O)C21 (configuration not stated)	1.9%	15%	-2.5%	-5%	0%	2%	1%	0.8%	1%
COc1ccc(OCCCC(=O)N(CCC2=CCCCC2)c2c(N)n(Cc3ccccc3)c(=O)[nH]c2=O)cc1	-2.1%	14%	.	.	.	-7%	.	.	6%
O=C(Cc1ccc(F)cc1)Nc1ccc(Cl)cn1	0.7%	8%	.	5%	2%	7%	-7%	1.1%	-9%
COc1cccc(/C=C2\SC(=S)N(C(C)C(=O)NC3C=CS(=O)(=O)C3)C2=O)c1 (configuration not stated)	-0.8%	15%	.	-3%	-1%	12%	5%	0.6%	4%
C=CCn1c(SCC(=O)c2c(C)[nH]c3ccccc23)nnc1-c1ccncc1	1.2%	-6%	-5.0%	24%	3%	.	2%	-0.7%	.
CCn1c(SCC(=O)N2CCCc3ccccc32)nc2c1c(=O)n(C)c(=O)n2C	-0.5%	3%	-7.1%	4%	-1%	12%	2%	3.2%	0%
Cc1cc(O)c(C(C[N+](=O)[O-])c2ccc(Cl)cc2Cl)c(=O)o1 (configuration not stated)	0.3%	14%	-7.8%	9%	-3%	16%	-5%	13%	6%
COc1cccc(-n2c(SCC(=O)Nc3cc(C)on3)nc3c([nH]c4ccccc43)c2=O)c1	5.6%	9%	0.1%	3%	-5%	15%	-5%	-1.0%	0%
CN(C)S(=O)(=O)N1CCc2ccc(NC(=O)c3ccccc3Cl)cc2C1	5.0%	6%	.	12%	11%	7%	-5%	1.2%	-3%	Dengue-2 NS5 capping pilot replicate=-4.6
Cc1ccc(NC(=S)/C(=C(\[O-])c2ccc(Cl)s2)[n+]2cccc(CO)c2)cc1C	-0.7%	16%	-10%	36%	-4%	9%	4%	3.2%	-7%
CCOC(=O)CSc1nnc(CNC(=O)c2ccc(S(=O)(=O)N3CCCCC3)cc2)n1C	0.3%	12%	-4.7%	-2%	2%	8%	-7%	-2.1%	-3%
CCOC(=O)c1c(C)noc1CP(=O)(c1ccccc1)c1ccccc1	-0.6%	-4%	-8.0%	-2%	0%	-5%	-7%	-2.3%	7%
Cc1ccn2c(=O)c(NC(=O)COc3ccccc3)c(C)nc2c1	-1.0%	5%	.	.	.	2%	.	.	-5%
COc1cc(-c2[nH]ncc2CN2CCCC2c2nonc2C)cc(OC)c1OC (configuration not stated)	-2.1%	.	-2.8%	-5%	20%	4%	-4%	0.3%	-6%
Cc1occc1C(=O)N/N=C/c1cccs1	-0.8%	6%	-3.6%	-12%	-3%	-2%	-7%	-2.1%	1%
COc1cc(NC(=O)COC(=O)c2ccc(S(=O)(=O)N3CC(C)CC(C)C3)cc2)c(C)cc1[N+](=O)[O-] (configuration not stated)	1.8%	5%	-7.9%	-11%	38%	3%	0%	-1.8%	1%
CSc1ncccc1C(=O)OCC(=O)c1cccs1	0.5%	3%	-5.2%	6%	4%	-5%	1%	-1.1%	13%
CCC(C)NCCOCCOc1cc(C)c(Cl)c(C)c1 (configuration not stated)	-2.8%	0%	-6.9%	-4%	10%	16%	-3%	-1.2%	-4%
COc1ccc(C(c2nnnn2Cc2ccccc2)N2CCN(C(=O)c3ccco3)CC2)cc1OC (configuration not stated)	2.1%	-2%	-0.9%	4%	4%	6%	-3%	-0.9%	-1%
C=CCn1nnnc1-c1cccc(Cl)c1	-0.9%	7%	-4.8%	8%	-2%	2%	4%	1.8%	1%
COc1cccc(OCCOc2ccccc2OC(C)C)c1	2.2%	7%	-3.0%	-1%	0%	4%	-9%	-2.1%	7%
CC1Cc2nc(SCC(=O)N3CCCc4ccccc43)n(C)c(=O)c2S1 (configuration not stated)	2.5%	8%	-12%	9%	0%	-12%	3%	2.8%	-1%
NC(=O)CSc1nnc(-c2ccc(S(=O)(=O)N3CCCC3)cc2)n1Cc1ccco1	0.6%	10%	-3.1%	-2%	-2%	-1%	4%	5.7%	-1%

The final four entries of the part above open the next one.
SMILES	RSV antiviral HEp-2	SV40 large T antigen	XIAP antagonists	AID2073	Siah-1 displacement	MgcRacGAP inhibition	LYP phosphatase	HIV fusion peptide	Dengue-2 NS5 capping	others
C=CCn1nnnc1-c1cccc(Cl)c1	-0.9%	7%	-4.8%	8%	-2%	2%	4%	1.8%	1%
COc1cccc(OCCOc2ccccc2OC(C)C)c1	2.2%	7%	-3.0%	-1%	0%	4%	-9%	-2.1%	7%
CC1Cc2nc(SCC(=O)N3CCCc4ccccc43)n(C)c(=O)c2S1 (configuration not stated)	2.5%	8%	-12%	9%	0%	-12%	3%	2.8%	-1%
NC(=O)CSc1nnc(-c2ccc(S(=O)(=O)N3CCCC3)cc2)n1Cc1ccco1	0.6%	10%	-3.1%	-2%	-2%	-1%	4%	5.7%	-1%
NS(=O)(=O)c1ccc(NC(=O)c2ccc(CNS(=O)(=O)c3cc(C(F)(F)F)ccc3Cl)cc2)cc1	-1.0%	3%	-0.6%	9%	4%	8%	-3%	1.0%	4%
COc1ccc(S(=O)(=O)N2CCC(C(=O)NCc3ccccc3)CC2)cc1OC	-1.2%	-1%	-2.7%	-6%	11%	1%	-7%	-0.8%	.
CCCOc1ccc2c3c(c(=O)oc2c1)CCCC3	51%	13%	-5.0%	18%	-4%	10%	-7%	0.6%	-17%
CC(=O)Oc1ccc2c3c(c(=O)oc2c1)CCCC3	3.3%	9%	.	26%	12%	10%	-13%	1.0%	1%	Dengue-2 NS5 capping pilot replicate=-4.6
O=CNC(Cc1ccccc1)C(=O)O (configuration not stated)	0.0%	2%	-1.5%	12%	11%	5%	-8%	1.4%	-5%
CC(=O)N1CCN(c2nc(-c3cccs3)nc3ccccc23)CC1	3.6%	-1%	-2.4%	?	6%	14%	-3%	0.6%	-1%
CC(C)(C)C1CCC(=NNC(=O)C(=O)NCc2ccco2)CC1 (configuration not stated)	2.0%	1%	-5.5%	?	4%	3%	-7%	-1.2%	-1%
O=C(O)COc1ccccc1C1C2C(=O)N(c3ccc(F)cc3)C(=O)C2ON1c1ccccc1 (configuration not stated)	0.4%	22%	-9.4%	-9%	-1%	9%	12%	11%	22%
Cc1ccc2c(Cl)c(C(=O)Nc3cc(C)on3)sc2c1	2.0%	12%	-6.9%	14%	-1%	5%	-2%	-0.8%	3%
Clc1ccc(OCc2cn3ccccc3n2)c2ncccc12	4.9%	.	-2.4%	8%	1%	3%	3%	-2.0%	-4%
O=C1CC2(CCOCC2)Oc2ccc3ccccc3c21	2.2%	4%	.	.	.	15%	.	.	-11%
Cc1cc(C)cc(-n2c(C)cc(C(=S)N3CCOCC3)c2C)c1	8.3%	4%	-7.4%	-21%	2%	5%	7%	1.5%	0%
O=C1NC(c2ccccc2)(C(F)(F)F)SC2=CCCCCN12 (configuration not stated)	1.8%	1%	-7.6%	-4%	-4%	7%	-7%	-2.8%	0%

Reprinted from above for reference:
SMILES	RSV antiviral HEp-2	SV40 large T antigen	XIAP antagonists	AID2073	Siah-1 displacement	MgcRacGAP inhibition	LYP phosphatase	HIV fusion peptide	Dengue-2 NS5 capping	others
O=C1CC2(CCOCC2)Oc2ccc3ccccc3c21	2.2%	4%	.	.	.	15%	.	.	-11%
Cc1cc(C)cc(-n2c(C)cc(C(=S)N3CCOCC3)c2C)c1	8.3%	4%	-7.4%	-21%	2%	5%	7%	1.5%	0%
O=C1NC(c2ccccc2)(C(F)(F)F)SC2=CCCCCN12 (configuration not stated)	1.8%	1%	-7.6%	-4%	-4%	7%	-7%	-2.8%	0%
